mcGAS RapidFire: inhibitors of mouse cGAS; AID 1259397; Q8C6L5; inhibition, % at 12.5 µM; actives 0.18% (n = 130,000); recombinant mouse cGAS, cGAMP by RapidFire MS;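 active means inhibition of cGAS enzyme activity at or above 60%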;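 further: enzyme stimulated by 45 bp dsDNA with ATP and GTP substrates; cGAMP share of summed cGAMP plus half ATP and half GTP signals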
Target sequence (Q8C6L5 whole entry, looked up): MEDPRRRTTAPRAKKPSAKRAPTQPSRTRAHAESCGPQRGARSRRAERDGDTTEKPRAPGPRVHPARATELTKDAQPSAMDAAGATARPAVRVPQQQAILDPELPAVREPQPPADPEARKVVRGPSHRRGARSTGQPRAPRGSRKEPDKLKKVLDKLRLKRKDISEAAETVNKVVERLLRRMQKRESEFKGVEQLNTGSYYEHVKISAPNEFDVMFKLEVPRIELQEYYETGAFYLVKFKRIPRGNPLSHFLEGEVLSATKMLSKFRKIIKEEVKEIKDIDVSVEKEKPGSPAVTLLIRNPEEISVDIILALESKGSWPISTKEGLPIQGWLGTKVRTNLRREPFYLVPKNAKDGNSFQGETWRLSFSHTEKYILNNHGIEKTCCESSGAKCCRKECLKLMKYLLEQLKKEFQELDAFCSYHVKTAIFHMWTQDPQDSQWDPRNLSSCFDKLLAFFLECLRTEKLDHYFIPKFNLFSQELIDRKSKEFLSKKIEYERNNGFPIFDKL
Numbers without * were called inactive; & = joins results of further samples. A portion of the library, so the mix of outcomes need not match the whole.

For COc1ccc(CCN2CC(=O)N(c3ccccc3)C3CS(=O)(=O)CC32)cc1OC (stereo unspecified) the results were mcGAS RapidFire -8.9.
Screening Cc1nc2ccccn2c1C(=O)NNS(=O)(=O)c1cc(F)cc(F)c1 returned mcGAS RapidFire -6.1.
COc1cc(/C=C/C(=O)NCC2CC2)cc(OC)c1 was read as mcGAS RapidFire -2.2.
`O=C1Nc2ccccc2SC1CC(=O)N1CCCC1c1ccccc1` (stereo unspecified) gave mcGAS RapidFire 6.5.
For COc1ccc(F)c(-c2cc(C(=O)O)cc(S(=O)(=O)N3CCSCC3)c2)c1 the results were mcGAS RapidFire 5.6.
For COc1ccc(C(C)=O)cc1Cn1cc(C(=O)NCc2ccco2)sc1=O the results were mcGAS RapidFire -11.1.
For COc1ccc(C)cc1NC(=O)C(C)Oc1cccc2c1CCC2=O (stereo unspecified) the results were mcGAS RapidFire -12.4.
Screening CCCN(Cc1nnc(-c2cccs2)o1)C(=O)Cn1nnc(-c2cccs2)n1 returned mcGAS RapidFire -0.1.
COCCNC(=O)c1ccc(OC2CCN(Cc3cc4ccccc4o3)CC2)c(Cl)c1 was read as mcGAS RapidFire -0.6.
Screening CCOC(=O)N1CCN(C2CCCN(C(=O)CSC)C2)CC1 (stereo unspecified) returned mcGAS RapidFire -0.4.
`CSc1nc(SC)c2c3c(sc2n1)CN(C)CC3` gave mcGAS RapidFire -11.1.
CC(Oc1ccccc1)C(=O)NC(c1cccs1)C(C)(C)C (stereo unspecified) was read as mcGAS RapidFire 7.9.
CC(C)n1cnnc1CNC(=O)CCc1cnn(-c2ccccc2)c1 was read as mcGAS RapidFire -4.7.
Screening CN(C(=O)c1cccc(-n2ccc(C(F)(F)F)n2)c1)c1ccccn1 returned mcGAS RapidFire -13.5.
For COc1cc(C(=O)NCC2Cc3cc(C(C)(C)C)ccc3O2)cc(OC)c1OC (stereo unspecified) the results were mcGAS RapidFire -3.3.
Screening O=C(Cc1ccccc1Br)NCC1CSCCS1 (stereo unspecified) returned mcGAS RapidFire -4.4.
COc1cccc(OCc2cc(C(=O)N(C)Cc3n[nH]c4c3CCCC4)n[nH]2)c1 was read as mcGAS RapidFire -10.0.
`COc1ccc(N2CCn3c2nc2c3c(=O)n(CCCO)c(=O)n2C)c(OC)c1` gave mcGAS RapidFire 2.7.
Screening Cc1noc(-c2ccc(C(=O)NCCC(C)C)cc2)n1 returned mcGAS RapidFire -1.4.
Screening N#Cc1ccc(-n2ncc3c2CCN(CC(=O)Nc2cc(Cl)cc(Cl)c2)C3)cc1 returned mcGAS RapidFire -3.5.
For Cc1nn2c(nc(NCC(C)(C)N3CCOCC3)c3ccccc32)c1Cl the results were mcGAS RapidFire 1.9.
`Cc1cc(C)cc(OCCN(C)Cc2cc(=O)n(C)c(=O)n2C)c1` gave mcGAS RapidFire -4.5.
Cc1ccc(CSC2=NS(=O)(=O)c3ccccc3N2)cc1 was read as mcGAS RapidFire -7.2.
`Fc1cccc(Oc2cc(Cl)ncn2)c1` gave mcGAS RapidFire 0.1.
For COc1ccc(Cl)cc1NCC(=O)N1CCc2sccc2C1 the results were mcGAS RapidFire -7.4.
For COCC(c1ccccn1)N(C)CC(=O)NC1CCCCCCC1 (stereo unspecified) the results were mcGAS RapidFire -0.8.
`COCCn1cc(NC(=O)N2CCc3ccccc32)c2ccccc21` gave mcGAS RapidFire -2.4.
For CC1CC2(CC(C)(c3csc(N)n3)OC2=O)C(=O)O1 (stereo unspecified) the results were mcGAS RapidFire -8.9.
Cc1cccc(-c2cccc(NC(=O)C3CCCN3Cc3ccc(CO)o3)c2)c1 (stereo unspecified) was read as mcGAS RapidFire -3.6.
O=C(CS(=O)CCOc1cccc(Br)c1)NCC1CCCCC1 (stereo unspecified) was read as mcGAS RapidFire -3.2.

Filtered by structure: the compounds so far with a furan ring, fused or not
For COc1ccc(C(C)=O)cc1Cn1cc(C(=O)NCc2ccco2)sc1=O the results were mcGAS RapidFire -11.1.
COCCNC(=O)c1ccc(OC2CCN(Cc3cc4ccccc4o3)CC2)c(Cl)c1 was read as mcGAS RapidFire -0.6.
Cc1cccc(-c2cccc(NC(=O)C3CCCN3Cc3ccc(CO)o3)c2)c1 (stereo unspecified) was read as mcGAS RapidFire -3.6.

The list goes on.
Screening COCCc1noc(-c2ccc(-c3ccc(N)nc3)nc2)n1 returned mcGAS RapidFire 3.4.
For COC(=O)CCC(=O)N1CCC(CCC(=O)Nc2ccccc2)CC1 the results were mcGAS RapidFire -15.6&0.6.
Screening CN(CCCCN1CCOCC1)c1nc2nonc2nc1N1CCCC1 returned mcGAS RapidFire -11.2.
For CCOC(=O)c1cnn2c(C(=O)O)ccnc12 the results were mcGAS RapidFire 58.2.
For COc1ccc(CC2CN(C/C=C/c3ccccc3)CCO2)cc1 (stereo unspecified) the results were mcGAS RapidFire -23.7.
Screening Cc1ccc(NC(=O)CC2Cn3cccc3C2=O)cc1 (stereo unspecified) returned mcGAS RapidFire -12.4.
For O=C1CCCCCc2ccc(cc2)CCC1 the results were mcGAS RapidFire -7.2.
`CC(C)(O)C#Cc1cccc(-c2n[nH]c(CCc3ccccc3)n2)c1` gave mcGAS RapidFire -19.0.
`CN(CCc1cnn(C)c1)c1nncc(-c2ccccc2F)n1` gave mcGAS RapidFire -0.6.
`CCc1cccc(OCCCN(C)C(=O)c2ccc(=O)n(C)c2)c1` gave mcGAS RapidFire -6.6.
For Cn1cc(NC(=O)C2CC(c3ccccc3)C2)ccc1=O (stereo unspecified) the results were mcGAS RapidFire -5.9.
O=C(NC1CCc2[nH]ncc2C1)c1cccc(CC2CCNCC2)c1 (stereo unspecified) was read as mcGAS RapidFire -6.8.
For Cc1ccc(-n2ncc3c(=O)n(NC(=O)c4cccc([N+](=O)[O-])c4)cnc32)cc1 the results were mcGAS RapidFire -5.1.
Clc1ccc(CNc2nn[nH]n2)cc1Cl was read as mcGAS RapidFire 4.5.
Screening CC1=C(C#N)C(C(F)(F)F)(C(F)(F)F)N=C(c2ccc(C)cc2)N1 returned mcGAS RapidFire 1.3.
Cc1c(C(=O)NCc2ccc(C#N)cc2)sc(=O)n1Cc1ccccn1 was read as mcGAS RapidFire 2.9.
CC(C)CCn1c(CN2CCN(c3ccc(F)cc3)CC2)nc2c1c(=O)n(C)c(=O)n2C was read as mcGAS RapidFire 2.6.
For c1csc(-c2noc(CN3CCC(c4nc5ccccc5o4)CC3)n2)c1 the results were mcGAS RapidFire -9.5.
`CCCCn1c(N)c(N(CCC)C(=O)Cc2c(F)c(F)c(F)c(F)c2F)c(=O)[nH]c1=O` gave mcGAS RapidFire -19.7.
`Cn1cnnc1C1CCN(Cc2cc(-c3ccccc3)ccc2OCC(=O)NC2CCS(=O)(=O)C2)CC1` (stereo unspecified) gave mcGAS RapidFire -9.9.
For N#Cc1ccc(C(NCCc2nc3ccccc3s2)C(N)=O)cc1 (stereo unspecified) the results were mcGAS RapidFire -5.3.
For COC(=O)C1(F)CCN(C(=O)c2cc(F)cc(F)c2)C1 (stereo unspecified) the results were mcGAS RapidFire 4.6.
Screening O=C1C(Nc2ccc(Cl)cc2)=C(N2CCCCC2)C(=O)c2ccccc21 returned mcGAS RapidFire 10.3.
Cn1nc(-c2ccc(F)cc2)cc1C(=O)NCc1nc2ccccc2[nH]1 was read as mcGAS RapidFire -4.7.
COc1ccc(C(=O)NCCCOC(C)C)cc1OC1CCN(C(C)=O)CC1 was read as mcGAS RapidFire -6.6.
Cc1oc(-c2cccs2)nc1CN1CCCCC1c1nccs1 (stereo unspecified) was read as mcGAS RapidFire -9.2.
`CC(C)c1nnc(NC(=O)C=Cc2ccsc2)s1` gave mcGAS RapidFire 2.2.
For Oc1oc(-c2ccc(Cl)cc2)nc1C=Nc1ccc2ccccc2c1 the results were mcGAS RapidFire -16.5.
Cc1cc(C)n(C(C)c2n[nH]c(CC(C)C)n2)n1 (stereo unspecified) was read as mcGAS RapidFire -14.2.
CCCCCn1c(=O)c2c(nc3n2CCCN3Cc2ccco2)n(C)c1=O was read as mcGAS RapidFire -1.9.
`CC(C)=CC(=O)N1CC[C@@H](c2ccc(F)cc2)[C@H](O)C1` gave mcGAS RapidFire -13.1.
CCC(C)C1NC2(CCN(C(=O)C(C)C)CC2)N(CC2CCCO2)C1=O (stereo unspecified) was read as mcGAS RapidFire -13.9.
For Nc1c(ONC(=O)c2ccccc2)c(=O)[nH]c2sc3c(c12)CCCC3 the results were mcGAS RapidFire -2.2.
`NC(=O)c1c(NC(=O)CN2CCCCCC2)sc2c1CCC2` gave mcGAS RapidFire -12.3.
`N#CCCN(Cc1ccco1)C(=O)/C=C(\c1ccccc1)C(F)(F)F` gave mcGAS RapidFire -5.2.
Cc1[nH]n(-c2ccc([N+](=O)[O-])cc2)c(=O)c1C=NCc1ccco1 was read as mcGAS RapidFire 2.9.
Screening CN(Cc1ccc2nsnc2c1)C(=O)c1cn(CC2CCCNC2)nn1 (stereo unspecified) returned mcGAS RapidFire -34.7.
`CCOc1ccc(-c2cnc(-c3cccc(OCC(N)=O)c3)[nH]2)cc1` gave mcGAS RapidFire -0.6.
For CCS(=O)(=O)c1ccc2oc(CN3CCN(S(N)(=O)=O)CC3)nc2c1 the results were mcGAS RapidFire -0.8.
Screening CCCc1noc(CN2CCCC(OCc3cccnc3)C2)n1 (stereo unspecified) returned mcGAS RapidFire 4.5.
`Cc1cccc(Cn2cnc3c(cnn3CCO)c2=O)c1` gave mcGAS RapidFire -6.4.
Screening CCN(CC)S(=O)(=O)c1ccc2nc(-c3ccc(C#N)cc3)[nH]c2c1 returned mcGAS RapidFire 7.7.
`COCCN1C(=O)C(Sc2ccccc2)C1c1cccs1` (stereo unspecified) gave mcGAS RapidFire -0.1.
Screening CCOCCn1c(=NC(=O)c2ccc3ncsc3c2)sc2cc(NC(C)=O)ccc21 returned mcGAS RapidFire -5.8.
`Cc1nn(Cc2ccccc2Cl)c2sc(C(=O)N3CCN(C(=O)C(C)C)CC3)cc12` gave mcGAS RapidFire -4.0.
For Cc1[nH]c2ccccc2c1CC(=O)NC(C)c1cn2ccsc2n1 (stereo unspecified) the results were mcGAS RapidFire -2.1.
For COc1ccc2c(c1)-c1c(sn(-c3cc(C)ccc3O)c1=S)C(C)(C)N2 the results were mcGAS RapidFire -7.1.
Screening Cc1nc(N(C)C)nc(N(CC(C)C)CC(C)C)n1 returned mcGAS RapidFire -1.5.
O=C(N=c1sccn1Cc1ccc(C(=O)NCC2CCCO2)o1)c1cccc(Cl)c1 (stereo unspecified) was read as mcGAS RapidFire -6.4.
CCOc1ccc(SCC(=O)Nc2nnc(C3CCNCC3)o2)cc1 was read as mcGAS RapidFire -0.9.
For CC1CCC(NCC2CCCc3ccccc32)(P(=O)(O)O)CC1 (stereo unspecified) the results were mcGAS RapidFire 0.7.
Screening CCCC1=NN(C(C)=O)C(C(=O)N2CCC(N3CCCCC3)CC2)O1 (stereo unspecified) returned mcGAS RapidFire -11.8.
`Cc1ccccc1C(C)NS(=O)(=O)c1ccc(Cl)cc1` (stereo unspecified) gave mcGAS RapidFire -6.9.
`CC1=C(n2nnc3ccccc32)C(c2ccccc2)C(C#N)C(=N)O1` (stereo unspecified) gave mcGAS RapidFire -6.7.
For COc1ccc([C@@H](C)NCc2c(C(=O)N3CCOCC3)nc3ccccn23)cc1 the results were mcGAS RapidFire -5.7&3.1.
Screening Cn1cc(C(=O)N2CCNCC2)c2nn(-c3ccccc3)c(=O)c-2c1 returned mcGAS RapidFire -7.5.
O=C1NCCNC12CCN(S(=O)(=O)c1cc(Cl)c(Cl)s1)CC2 was read as mcGAS RapidFire -45.0.
For NC(=O)c1cncc(-c2ccc(F)cc2Cl)c1 the results were mcGAS RapidFire -10.8.
For CCc1cc(CN2CCN(c3ncccn3)CC2C(=O)O)[nH]n1 (stereo unspecified) the results were mcGAS RapidFire -7.6.
Screening O=C(O)C1(O)CCN(c2nccc3ccccc23)CC1 returned mcGAS RapidFire 10.0.
`c1ccc(-c2nnc(-c3ccccc3)c(NCc3ccco3)n2)cc1` gave mcGAS RapidFire -3.0.
For Cc1cccc(Nc2ncccc2C(=O)Nc2ccccc2)c1C the results were mcGAS RapidFire -3.5.
O=S(=O)(NCc1ccsc1-n1cccc1)c1ccccc1Br was read as mcGAS RapidFire -7.9.
For CC1CN(c2cc(Oc3ccccc3)ncn2)CCN1 (stereo unspecified) the results were mcGAS RapidFire -3.7.
`O=C(CC1CCS(=O)(=O)C1)OCC(=O)N1c2ccccc2CCc2ccccc21` (stereo unspecified) gave mcGAS RapidFire 3.1.
Screening Cc1ccc(-c2cn[nH]c2C2CCCN(Cc3nccn3C)C2)cc1 (stereo unspecified) returned mcGAS RapidFire -2.7.
O=C(c1ccon1)N1CCCC(c2cc(=O)[nH]c(Cc3cccs3)n2)C1 (stereo unspecified) was read as mcGAS RapidFire -10.8.
For CCCCS(=O)(=O)N(C)Cc1ccc(-c2ccc(Br)cc2)o1 the results were mcGAS RapidFire 9.3.
Screening COc1ccccc1-n1c(=O)n(C(C)C)c(=O)c2[nH]cnc21 returned mcGAS RapidFire -5.0.
`CN(C(=O)c1cc2cc([N+](=O)[O-])ccc2oc1=O)C1CCCCC1` gave mcGAS RapidFire -10.8.
For C=CCOc1cccc(C(=O)NC2CCCc3nc(N(C)C)ncc32)c1 (stereo unspecified) the results were mcGAS RapidFire -4.0.
For COc1cc(OC)c2c(=O)c(-c3ccc4c(c3)OCO4)coc2c1 the results were mcGAS RapidFire -0.3.
`O=C(Nc1ccc(OC(F)F)cc1)c1ccc2c(c1)OCCCO2` gave mcGAS RapidFire -6.9.
For Nc1cc(-c2ccccc2-c2ccccc2)ccn1 the results were mcGAS RapidFire -27.2.

Retrieved by structure from above, 6 records:
For COc1cc(OC)c2c(=O)c(-c3ccc4c(c3)OCO4)coc2c1 the results were mcGAS RapidFire -0.3.
Screening Cc1ccc(-c2cn[nH]c2C2CCCN(Cc3nccn3C)C2)cc1 (stereo unspecified) returned mcGAS RapidFire -2.7.
`O=C(Nc1ccc(OC(F)F)cc1)c1ccc2c(c1)OCCCO2` gave mcGAS RapidFire -6.9.
Screening COc1ccccc1-n1c(=O)n(C(C)C)c(=O)c2[nH]cnc21 returned mcGAS RapidFire -5.0.
For C=CCOc1cccc(C(=O)NC2CCCc3nc(N(C)C)ncc32)c1 (stereo unspecified) the results were mcGAS RapidFire -4.0.
For Cc1cccc(Nc2ncccc2C(=O)Nc2ccccc2)c1C the results were mcGAS RapidFire -3.5.

Screening data as filed in PubChem BioAssay.
